# Screens deposited in PubChem BioAssay by National Center for Advancing Translational Sciences (NCATS).
# ERG-DNA inh: blocks human ERG Ets domain binding to DNA; fluorescence polarization, His-ERG Ets domain / labelled DNA; Potency, µM (doses to about 76.9 µM), inactives show at the top dose FP activity, negative = inhibition, usual class: inhibitors; 0.028% of 370,000 active; active = well fitted inhibition curve with a large enough effect in the polarisation, with a control signal flat; inconclusive = small, poorly fitted or top-dose-only effect, or effect the other way, or a change in a side signal; inactive = no such curve, though single readings can be large or run the other way; the % refers to the polarisation;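 also: polarization taken with two DNA probes labelled with fluorescein and Texas red; potency is read from the fitted curve at half-maximal effect; % of control where 0% means no effect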
#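 His-tagged ERG Ets domain (1 uM in the protein solution; 300mM KCl, 50mM Tris-HCl, 1mM EDTA, 1mM DTT, pH 7.5) received compound, then a probe mix of 5 nM fluorescein-DNA and 100nM Texas-615-DNA. Fluorescence polarization was read for both dyes.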
# GLS inhibitor: blocks human kidney-isoform glutaminase activity. GLS enzymatic activity, qHTS titration. Potency, µM (series often up to 45.5 µM), for inactives: top-dose activity change, negative = inhibition, usual class: inhibitors. 0.21% of 410,000 active; also: potency is read from the fitted curve at half-maximal effect; % is scaled to controls: 0 for no effect and ±100 for the full control effect
#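 Read-out is an Amplex red fluorescence increase coupled through glutamate oxidase and HRP, measured before and after 30 min room-temperature incubation. hKGA is in 45 mM KH2PO4 (pH 8.2) with 0.02% Tween-20; glutamine added as 1mM solution.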
# JMJD2A Tudor inh: JMJD2A Tudor domain (human) inhibition | O75164 | AlphaScreen JMJD2A-Tudor / H3K4me3 peptide binding | Potency, µM (highest dose often 114 µM), without a hit: top-dose activity change, negative = inhibition, hits mostly inhibitors | 4.4% of 390,000 active | AID 504339; also: potency is read from the fitted curve at half-maximal effect; % is scaled to controls: 0 for no effect and ±100 for the full control effect; nearly all actives have a fitted effect of over 50% in size
# G9a inh: inhibitors of human histone lysine methyltransferase G9a. Q96KQ7. G9a H3K9 monomethylation, AlphaScreen, 2 h. Potency, µM (series often up to 102 µM), for the others: at the top dose activity, negative = inhibition, most hits filed as inhibitors. 8.8% of 350,000 active; also: potency is read from the fitted curve at half-maximal effect; % is scaled to controls: 0 for no effect and ±100 for the full control effect; nearly all actives have a fitted effect of over 75% in size
#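 G9a (20 nM) was preincubated 15 min with compound, then reacted 2 h at room temperature with 500 nM biotin-H3K9 peptide and 20 µM SAM. Monomethyl-H3K9 detected by AlphaScreen using anti-H3K9me1 antibody.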
# PI4K2A block: PI4K2A (human) kinase inhibition; purified PI4K2A, ADP-Glo luminescence, 1 h; stronger effect = lower value; 0.13% of 420,000 active; AID 1346378; activity change, negative = inhibition, % at 76.9 µM; in the data active = activity change below about -50%; inconclusive = mostly about -30% to -49%;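 also: -100% = wells without enzyme as full effect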
#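 PI4K2A activity was measured by ADP-Glo luminescence: enzyme (4 ug/mL stock) and phosphatidylinositol (1.2 mM stock) in Tris pH 7.5/MgCl2/EGTA/Triton X-100 buffer were reacted with ATP (300 microM stock) for one hour at ambient temperature.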
# BAZ2B block: BAZ2B (human) inhibition. 4.4% of 360,000 active. Potency, µM (top dose mostly 114 µM), for inactives: at the highest dose activity change, negative = inhibition, hits mostly inhibitors. AlphaScreen BAZ2B-H3K14Ac peptide displacement. AID 504333. Q9UIF8; also: potency is read from the fitted curve at half-maximal effect; % is scaled to controls: 0 for no effect and ±100 for the full control effect; nearly all actives have a fitted effect of over 60% in size
# Target sequence (Q9UIF8 whole entry, looked up): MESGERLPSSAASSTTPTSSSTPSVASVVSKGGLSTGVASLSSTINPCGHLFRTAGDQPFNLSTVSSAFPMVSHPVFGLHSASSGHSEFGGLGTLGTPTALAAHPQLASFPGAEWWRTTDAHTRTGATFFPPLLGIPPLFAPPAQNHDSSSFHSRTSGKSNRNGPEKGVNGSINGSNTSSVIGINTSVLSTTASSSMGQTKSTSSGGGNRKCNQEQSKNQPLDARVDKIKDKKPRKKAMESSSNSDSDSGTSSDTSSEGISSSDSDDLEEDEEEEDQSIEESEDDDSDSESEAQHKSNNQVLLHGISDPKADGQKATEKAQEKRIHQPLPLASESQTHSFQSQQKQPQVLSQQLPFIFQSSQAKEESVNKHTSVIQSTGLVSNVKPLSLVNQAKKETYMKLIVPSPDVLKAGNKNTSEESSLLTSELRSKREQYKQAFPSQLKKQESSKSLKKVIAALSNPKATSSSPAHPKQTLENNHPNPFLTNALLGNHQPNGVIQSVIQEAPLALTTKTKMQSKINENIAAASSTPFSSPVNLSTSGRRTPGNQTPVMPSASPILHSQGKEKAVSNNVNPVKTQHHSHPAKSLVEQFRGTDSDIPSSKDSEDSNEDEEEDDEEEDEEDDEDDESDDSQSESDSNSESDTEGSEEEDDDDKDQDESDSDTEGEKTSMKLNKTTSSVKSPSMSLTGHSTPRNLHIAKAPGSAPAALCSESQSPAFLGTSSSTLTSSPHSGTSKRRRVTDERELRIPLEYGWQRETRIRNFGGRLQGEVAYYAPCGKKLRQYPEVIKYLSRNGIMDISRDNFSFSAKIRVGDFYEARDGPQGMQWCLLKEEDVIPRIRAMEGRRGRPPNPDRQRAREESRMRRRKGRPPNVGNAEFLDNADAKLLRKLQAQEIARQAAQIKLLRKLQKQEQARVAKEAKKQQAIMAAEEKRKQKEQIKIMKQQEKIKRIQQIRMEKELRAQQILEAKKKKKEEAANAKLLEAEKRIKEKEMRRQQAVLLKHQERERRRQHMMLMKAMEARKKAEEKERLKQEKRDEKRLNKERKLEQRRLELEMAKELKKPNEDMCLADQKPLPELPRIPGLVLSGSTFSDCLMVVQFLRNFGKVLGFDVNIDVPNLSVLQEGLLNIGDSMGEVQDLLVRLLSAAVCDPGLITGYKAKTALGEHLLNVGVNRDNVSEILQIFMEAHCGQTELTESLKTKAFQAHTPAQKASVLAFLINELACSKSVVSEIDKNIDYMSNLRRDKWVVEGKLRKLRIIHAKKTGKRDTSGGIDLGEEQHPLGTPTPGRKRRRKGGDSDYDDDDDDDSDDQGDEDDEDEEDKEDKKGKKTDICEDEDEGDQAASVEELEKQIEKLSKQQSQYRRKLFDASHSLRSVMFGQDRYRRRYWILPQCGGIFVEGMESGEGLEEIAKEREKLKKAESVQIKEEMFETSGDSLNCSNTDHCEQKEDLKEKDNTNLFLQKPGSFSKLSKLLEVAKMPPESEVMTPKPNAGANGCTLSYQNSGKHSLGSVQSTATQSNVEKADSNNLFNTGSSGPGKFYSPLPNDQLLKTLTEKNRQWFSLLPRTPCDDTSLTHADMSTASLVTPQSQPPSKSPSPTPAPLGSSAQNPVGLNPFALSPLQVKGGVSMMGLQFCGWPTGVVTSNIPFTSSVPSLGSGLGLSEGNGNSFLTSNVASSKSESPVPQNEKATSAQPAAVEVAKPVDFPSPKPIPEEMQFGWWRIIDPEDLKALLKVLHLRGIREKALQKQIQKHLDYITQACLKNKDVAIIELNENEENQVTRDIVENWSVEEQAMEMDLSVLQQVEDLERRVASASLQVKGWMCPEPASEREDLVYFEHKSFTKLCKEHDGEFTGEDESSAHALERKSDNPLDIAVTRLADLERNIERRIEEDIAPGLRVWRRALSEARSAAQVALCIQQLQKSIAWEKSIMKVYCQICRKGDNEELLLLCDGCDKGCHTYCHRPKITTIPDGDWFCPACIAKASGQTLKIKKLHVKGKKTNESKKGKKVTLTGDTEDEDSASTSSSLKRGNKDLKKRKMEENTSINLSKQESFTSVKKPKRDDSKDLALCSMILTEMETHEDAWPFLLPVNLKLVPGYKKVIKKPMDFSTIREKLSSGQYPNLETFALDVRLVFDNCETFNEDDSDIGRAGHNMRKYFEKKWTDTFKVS
#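 In this displacement format the biotinylated H3(5-23) peptide acetylated at Lys14 serves as ligand at 50 nM, with BAZ2B at 50 nM in PBS pH 7.4 containing 0.01% Tween-20. Donor and acceptor beads are 10 ug/mL final.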
# Tb PGK inh: T. brucei PGK inhibition | PGK/GAPDH coupled, Kinase-Glo luminescence, 60 min | AID 602233 | Potency, µM (titrated, usually from 57.5 µM), for inactives: at the top dose activity change, negative = inhibition, hits mostly inhibitors | P07378 | 0.043% of 380,000 active; also: potency is read from the fitted curve at half-maximal effect; % is scaled to controls: 0 for no effect and ±100 for the full control effect; nearly all actives have a fitted effect of over 60% in size
#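 Luminescent ATP detection (Kinase-Glo Plus) follows a 60-minute room-temperature incubation, with wells lacking PGK as controls. Buffer: 100 mM TEA (pH 7.6), 5 mM MgCl2, 0.01% Tween-20. Coupling enzyme GAPDH (100 nM final) supplies unstable 1,3-BPG in-well.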
# Pin1 inh: blocks the human prolyl isomerase Pin1. Q13526. Pin1 FP peptide displacement, HiFluor488, 10 min. Potency, µM (doses to about 115 µM), inactives show at the top dose activity, negative = inhibition, actives largely listed as inhibitors. 0.009% of 390,000 active. AID 504891; active = well fitted inhibition curve with a large enough effect in the polarisation, with a control signal flat, not every such curve was filed as active; inconclusive = small, poorly fitted or top-dose-only effect, or effect the other way, or a change in a side signal; inactive = no such curve, though single readings can be large or run the other way; the % refers to the polarisation; also: potency is read from the fitted curve at half-maximal effect; % is scaled to controls: 0 for no effect and ±100 for the full control effect
# HP1b chromo inh: HP1-beta chromodomain-methylated histone interaction inhibition; AID 540317; AlphaScreen HP1-beta / biotin-H3K9me3 peptide binding; 0.56% of 390,000 active; Potency, µM (series often up to 114 µM), for the others: at the highest dose activity change, negative = inhibition, usual class: inhibitors; also: potency is read from the fitted curve at half-maximal effect; nearly all actives have a fitted effect of over 70% in size; inactives centre near 23
#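 Compound inhibition of the preformed complex between 50 nM HP1-beta and 50 nM biotinylated H3K9me3 peptide was read by AlphaScreen. Buffer was PBS pH 7.4 with 0.01% Tween-20. Incubations ran 30 min at room temperature, with 10 ug/mL donor/acceptor beads.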
# Active calls of the source: *; i = inactive; ? = inconclusive; / = no result given; & = joins results of further samples; [ ] = another dose, or the depositor's remark. Unless noted, calls follow the shape of the dose curve; as a rule, active = well fitted curve in the direction sought with a large enough effect; inconclusive = small, poorly fitted or top-dose-only effect, or another doubt; inactive = no such curve, though single readings can be large; an effect the other way counts as inactive or inconclusive. An excerpt; rates above refer to the full screens.
no.	Molecule	ERG-DNA inh	GLS inhibitor	JMJD2A Tudor inh	G9a inh	PI4K2A block
1	COc1ccc(NC(=O)CCn2cc(C)c3ccccc32)cc1	6%	-7%	?	?	4
2	O=S(=O)(Nc1c(O)ccc2ccccc12)c1ccc(F)cc1	1%	0%	?	/	-4
3	COC(=O)C1=C(c2cccc(OCc3ccccc3)c2)C[C@@H]2CC[C@H]1N2C(=O)NC1CCN(Cc2ccccc2)CC1	9%	3%	?	12%[2.33 µM]	-2
4	CCCCc1nc2ccccc2c(=O)n1-c1ccccc1[N+](=O)[O-]	-7%	-5%	-5%	?	0
5	Cc1cc(NCCN)nc2ccccc12	2%	-7%	-8%	?	3
6	O=C(c1ccc2c(c1)OCO2)C1CCCN(CC2CCCCC2)C1 (stereo not drawn)	-4%	0%	-15%	-35%	0
7	N#CC1=C(N)Oc2c(c(=O)oc3ccccc23)C1c1ccc([N+](=O)[O-])o1 (stereo not drawn)	5%	50%[activator]	-35%	/	-11
8	N#Cc1ccccc1NC(=O)c1cccn(Cc2ccccc2)c1=O	-4%	5%	6%	1%[59 µM]	-3
9	C[C@]12C=CC(=O)C=C1CC[C@@H]1C2CC[C@]2(C)OC(=O)CCC12 (stereo partly drawn)	11%	?	8%	?	-4
10	CC1=CC(=O)OC2CC3OC4C[C@@H](C)C5OC6CC7O[C@]8(C)C/C=C\C9OC%10CC%11OC(CC(C)CO)CC(O)[C@]%11(C)OC%10CC9OC8C[C@]7(C)O[C@]6(C)CCC5OC4C[C@]3(C)OC12 (stereo partly drawn)	-1%	1%	-6%	3%[12.7 µM]	0
11	CCCCC(=O)N/N=C/c1c(O)n(-c2ccccc2)c(=O)[nH]c1=O	11%	-9%	79µM*	?	-1
12	CN1CCN(c2ccc(F)cc2N)CC1	1%	-10%	-9%	-29%	1

no.	BAZ2B block	Tb PGK inh	Pin1 inh	HP1b chromo inh
1	?	i	25%	-1%
2	/	6%	?	?
3	?	0%	1%	-11%
4	-27%	3%	3%	12%
5	-23%	-2%	0%	42%[activator]
6	-4%	i	2%	36%
7	?	-13%	?	-10%
8	2%	-1%	2%	33%
9	4%	-1%	-1%	-9%
10	-14%	1%	0%	23%
11	50µM*	0%	6%	69%[activator]
12	-2%	-3%	-1%	24%

# Additional structures
no.	Molecule	ERG-DNA inh	GLS inhibitor	JMJD2A Tudor inh	G9a inh	PI4K2A block
13	COC(=O)C1=C(C(=O)OC)SC2(S1)C(C(=O)OC)=C(C(=O)OC)Sc1c2ssc1=O	/	-21%	40µM*	/	-23
14	COc1ccccc1N=Cc1c(O)n(C)c(=O)n(C)c1=O	-3%	-6%	-6%	-38%	-17
15	CCN1CCN(C(=O)COc2ccc(S(=O)(=O)Nc3ccc(Cl)cc3)cc2)CC1	-4%	19%	-14%	8%	1
16	CCOc1ccc(-n2c(O)c(C=NCCCn3ccnc3)c(=O)[nH]c2=O)cc1	1%	-11%	-15%	?	0
17	CCOC(=O)c1nc2ccccc2c(=O)n1-c1ccc(C)cc1	4%	7%	-10%	5%[12.7 µM]	10
18	COc1ccc(CN2C(=O)CC(=O)NC2=O)cc1	1%	0%	-5%	-15%	?
19	Cc1cc(=O)oc2c1c(C)nn2-c1nn[nH]n1	-11%	?	14µM*	0.71µM*	-6
20	Fc1ccc(C2=CCN(C(c3cccs3)c3nnnn3CCc3ccccc3)CC2)cc1 (stereo not drawn)	-7%	-13%	?	-12%	-3
21	COc1ccc(Cl)cc1N=Cc1c(O)n(C)c(=O)n(C)c1=O	2%	-5%	-3%	26%[0.501 µM]	-1
22	O=C(NCc1cccnc1)Nc1ccc([N+](=O)[O-])cc1	0%	2%	-23%	10%	-2
23	BrCCc1ccccc1	1%	0%	-3%	5%[0.501 µM]	-1
24	O=C1CC23c4ccccc4N4C(=O)CC5OCC=C6CN1C2CC6C5C43 (stereo not drawn)	1%	-1%	-4%	/	0

no.	BAZ2B block	Tb PGK inh	Pin1 inh	HP1b chromo inh
13	/	-8%	-23%	16µM*
14	-4%	-2%	-8%	52%[activator]
15	-18%	11%	-9%	26%
16	-1%	-7%	18%	35%
17	9%	-5%	-8%	21%
18	0%	i	?	28%
19	40µM*	i	-8%	?
20	6%	-4%	60%[activator]	?
21	9%	3%	10%	39%
22	-17%	i	3%	22%
23	13%	-6%	-3%	49%[activator]
24	/	-4%	-6%	33%

# The list goes on:
no.	Molecule	ERG-DNA inh	GLS inhibitor	JMJD2A Tudor inh	G9a inh	PI4K2A block
25	O=C(CCc1nnc2ccc(NCc3ccccc3Cl)nn12)N1CCC2(CC1)OCCO2	?	-4%	-2%	9%	7
26	c1ccc2cc(CC3=NCCN3)ccc2c1	6%	-3%&-2%	-8%	10%[59 µM]	-1&-6
27	O=C(COc1ccc2c3c(c(=O)oc2c1)CCC3)N1C[C@H]2C[C@@H](C1)c1cccc(=O)n1C2	-4%	4%	-14%	-2%[12.7 µM]	1
28	C=CCn1c(O)c(C(C)=NC(C)c2ccccc2)c(=O)[nH]c1=O (stereo not drawn)	0%	1%	-23%	13%	-1
29	CCOC(=O)c1c(C)n(Cc2ccccc2)c2ccc(OCC(O)Cn3nc(C)cc3C)cc12 (stereo not drawn)	2%	-11%	?	-5%[59 µM]	2
30	O=C(Cc1cc(=O)[nH][nH]1)N/N=C/c1ccccc1Cl	-4%	17%	-25%	40%[activator][59 µM]	-2
31	Cc1nn(Cc2ccccc2)c(C)c1C(=O)NCc1ccccc1	-1%	-3%	1%	-5%	-2
32	C=C(COC(=O)CCC(=O)O)CC1CC(O)[C@]2(C)OC3CC4OC5C[C@]6(C)O[C@]7(C)CCC8OC9C[C@]%10(C)OC%11C(C)=CC(=O)OC%11CC%10OC9C[C@@H](C)C8OC7CC6O[C@]5(C)C/C=C\C4OC3CC2O1 (stereo partly drawn)	-5%	13%	-20%	-41%[59 µM]	4
33	CCSc1nnc(NC(=O)c2cccn(Cc3ccc(Cl)cc3)c2=O)s1	-3%	1%	-16%	-1%[59 µM]	1
34	COc1cc(/C=C/c2nc3ccccc3c(=O)n2-c2ccc(Br)c(C)c2)ccc1O	0%	4%	-3%	9%[59 µM]	2
35	Cc1ccc(-c2noc(=O)n2CC(=O)Nc2ccc(S(=O)(=O)NC3CC3)cc2)cc1	-1%	0%	-22%	-51%	-3
36	CN1CC[C@]23c4c5ccc(O)c4OC2[C@H](O)C=CC3[C@H]1C5 (stereo partly drawn)	4%	45%[activator]	-17%	/	2

no.	BAZ2B block	Tb PGK inh	Pin1 inh	HP1b chromo inh
25	1%	0%	-9%	65%[activator]
26	-5%	-5%	-1%	32%
27	9%	-9%	5%	23%
28	-15%	-3%	-6%	33%
29	-26%	3%	1%	?
30	?	-9%	-18%	17%
31	2%	-1%	-1%	27%
32	?	-12%	-5%	13%
33	2%	0%	11%	19%[57 µM]
34	9%	-1%	25%	1%
35	?	-3%	-9%	22%
36	/	1%	-3%	27%

# Brought forward from above: 4 compounds, then new ones.
no.	Molecule	ERG-DNA inh	GLS inhibitor	JMJD2A Tudor inh	G9a inh	PI4K2A block
33	CCSc1nnc(NC(=O)c2cccn(Cc3ccc(Cl)cc3)c2=O)s1	-3%	1%	-16%	-1%[59 µM]	1
34	COc1cc(/C=C/c2nc3ccccc3c(=O)n2-c2ccc(Br)c(C)c2)ccc1O	0%	4%	-3%	9%[59 µM]	2
35	Cc1ccc(-c2noc(=O)n2CC(=O)Nc2ccc(S(=O)(=O)NC3CC3)cc2)cc1	-1%	0%	-22%	-51%	-3
36	CN1CC[C@]23c4c5ccc(O)c4OC2[C@H](O)C=CC3[C@H]1C5 (stereo partly drawn)	4%	45%[activator]	-17%	/	2
37	CC(C)[C@]1(O)[C@@H](OC(=O)c2ccc[nH]2)[C@@]2(O)[C@@]3(C)C[C@]4(O)O[C@@]5([C@H](O)[C@@H](C)CC[C@]35O)[C@@]2(O)C41C	/	/	-12%	39%&26%&28%[59 µM]	/
38	C=CCSc1nc2c(c(-c3ccsc3)c1C#N)CN(C)CC2	7%	6%	-32%	16µM*	-9
39	CCOC(=O)c1c(NC(=O)C(c2ccccc2)c2ccccc2)sc2c1C1CCN2CC1	3%	-7%	?	50µM*	3
40	CC(C)CN(CC(C)C)C(=O)C1C2c3ccccc3C(c3ccccc32)C1C(=O)O (stereo not drawn)	-10%	15%	-5%	/	0
41	CCCNC1=C(C)C(=O)C2=C(C1=O)C(COC(N)=O)[C@]1(OC)C3NC3CN21 (stereo partly drawn)	-4%	-5%	?	19%[0.501 µM]	-11
42	COC(=O)C1=C(c2ccc(S(C)(=O)=O)cc2)C[C@@H]2CC[C@H]1N2C(=O)NCCNC(C)=O	-11%	-8%	-9%	/	5

no.	BAZ2B block	Tb PGK inh	Pin1 inh	HP1b chromo inh
33	2%	0%	11%	19%[57 µM]
34	9%	-1%	25%	1%
35	?	-3%	-9%	22%
36	/	1%	-3%	27%
37	/	/	-2%	29%
38	-36%	20%	?	-3%
39	?	-2%	9%	1%
40	11%	2%	-3%	25%
41	?	-7%	/	-4%
42	/	1%	0%	46%[activator]
